BB579 growth dn – reduces growth of yeast BB579 in restrictive medium; 0.51% of 140,000 active; inhibition, % at 10 µM; S. cerevisiae BB579 growth, OD615, 48 h; AID 804;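 active = inhibition above a set limit, 3 SD over the mean compound inhibition, cut at about 44% in these data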; also: inactives centre near -24
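Assay system – yeast BB579 (DeaD) · Dosing – single compound dose of 10 µM, 0.25% DMSO final · Detection – OD615 turbidity measurement · Buffer or medium – CSMM-D restrictive synthetic medium containing dextrose (glucose) · Benchmarks – positive control amphotericin B 10 µg/mL · Incubation – 48 h exposure, 30 °C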
HCT116 PTEN-null – suppresses growth of cells with PTEN deletion | HCT116 PTEN-null viability, CellTiter-Glo, 60 h; hits give low values | viability, % at 10 µM | 1.2% of 140,000 active;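 active = viability at or below a set limit, 4 SD under the median of all tested compounds, cut at about 3.7% in these data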;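 also: PTEN knockout HCT116 line with beta catenin targeted HCT116 as companion control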
GALR2 blocker – blocks the human galanin receptor 2 | 0.39% of 140,000 active | inhibition, % at 4 µM | GALR2-expressing cells, antagonist mode; in the data active = inhibition above about 27%;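 also: cells stimulated with galanin 1-16 at roughly its EC80; 0% = agonist challenge control and 100% = basal control without agonist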
Target sequence (O43603 whole entry, looked up): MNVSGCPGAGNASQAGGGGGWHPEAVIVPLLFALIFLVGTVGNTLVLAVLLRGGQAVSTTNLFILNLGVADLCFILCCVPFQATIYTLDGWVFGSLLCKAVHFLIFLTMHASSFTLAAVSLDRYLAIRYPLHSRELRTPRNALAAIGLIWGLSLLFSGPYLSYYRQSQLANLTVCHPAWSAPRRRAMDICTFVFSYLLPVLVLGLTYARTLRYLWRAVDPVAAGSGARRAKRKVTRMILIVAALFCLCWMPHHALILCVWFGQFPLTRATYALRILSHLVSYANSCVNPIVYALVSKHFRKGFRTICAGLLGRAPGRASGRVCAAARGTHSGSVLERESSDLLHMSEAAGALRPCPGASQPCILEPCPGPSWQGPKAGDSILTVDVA
Measles CPE – protection of cells from measles virus. 1.5% of 140,000 active. Measles virus-infected cells, CPE protection, absorbance. AID 841. protection (pct of control), % at 4 µM; in the data active = protection mostly above about 24%, no sharp cut-off; inactive = mostly below about 26%; also: some compounds called inactive have numbers as strong as hits
Phagocyt inh – inhibitors of macrophage phagocytosis | inhibition, % at 5 µM | J774A.1 macrophage IgG-bead phagocytosis, imaging | 0.07% of 110,000 active | AID 1029;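 active = inhibition above the mean of the plate negative controls plus 5 SD, cut at about 13% in these data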;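 also: phagocytic index as fraction of beads internalized from green versus red external bead signal; plate controls were DMSO negative control for no effect and cytochalasin-D positive control for full effect; some results beyond the cut were filed as inactive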
bCat KO growth – beta-catenin-lacking colon tumor cell growth suppression; AID 818; HCT116 beta-catenin knockout viability, CellTiter-Glo, 60 h; hits give low values; viability, % at 10 µM; 1.5% of 140,000 active;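 active = viability at or under a set limit, the compound median less 4 SD, cut at about 6% in these data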;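 also: 0% = Hyamine 1622 control at 20 µM and 100% = untreated cell control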
NPY-Y2 antag – blocks the human neuropeptide Y Y2 receptor; NPY-Y2 expressing cells, antagonist mode; inhibition, % at 2.7 µM; 0.99% of 140,000 active; AID 793; in the data active = inhibition above about 17%;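 also: 0% = vehicle with agonist challenge and 100% = reference antagonist with challenge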
Target sequence (P49146 whole entry, looked up): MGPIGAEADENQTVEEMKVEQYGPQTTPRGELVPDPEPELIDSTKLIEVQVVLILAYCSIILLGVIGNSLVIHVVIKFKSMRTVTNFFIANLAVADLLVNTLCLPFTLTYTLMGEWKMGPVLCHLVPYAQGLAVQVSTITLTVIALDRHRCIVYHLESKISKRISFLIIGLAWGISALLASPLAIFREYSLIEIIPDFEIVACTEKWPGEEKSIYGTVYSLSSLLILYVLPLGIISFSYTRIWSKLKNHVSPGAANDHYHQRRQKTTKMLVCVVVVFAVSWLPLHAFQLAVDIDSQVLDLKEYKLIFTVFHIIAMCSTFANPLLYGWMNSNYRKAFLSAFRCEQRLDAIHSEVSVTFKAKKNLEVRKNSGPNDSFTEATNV
MRP1 act – activators of MRP-1; H69AR cells + doxorubicin, viability rescue, CellTiter-Glo; 0.61% of 140,000 active; AID 799; viability increase, % at 10 µM;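 active = viability gain under doxorubicin at or above a set limit, the compound median plus 3 SD, cut at about 4.7% in these data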;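 also: MRP-1 overexpressing cells given doxorubicin 25 µM after compound pretreatment; 18-22 h compound pretreatment then 72 h with doxorubicin before readout; 0% = doxorubicin-only wells and 100% = vehicle-treated cells without doxorubicin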
Yeast lifespan up – extends the lifespan of yeast | S. cerevisiae growth with nicotinamide, OD615; deaD strain in restrictive glucose medium | inhibition of the nicotinamide effect, % at 10 µM | 0.68% of 130,000 active | AID 775;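 active = inhibition above a set limit, placed 3 SD over the median of all compounds, cut at about 26% in these data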;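 also: 0% = nicotinamide-treated wells and 100% = cells grown without nicotinamide; some compounds called inactive have numbers as strong as hits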
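Test system: DeaD-strain S. cerevisiae / Buffer or medium: restrictive glucose medium / Also added: nicotinamide 1.5 mM / Doses: one concentration, 10 µM, DMSO 0.25% / Schedule: 48 h at 30 °C / Signal: OD615 measurement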
E-sel TNF inh – blocks E-selectin expression induced by TNF alpha. HUVEC TNFa-induced E-selectin immunofluorescence, high content. inhibition, % at 2 µM. 0.71% of 120,000 active;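 active = inhibition above the batch mean plus 3 SD, and confirmed as a hit on visual image review, cut at about 43% in these data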;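 also: 0% = TNF-stimulated DMSO wells and 100% = unstimulated control wells; not every result past the cut was called active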
Starred values were filed as active, the others as inactive; . = not tested or not shown.

1	O=C(Cn1c(=O)sc2ccccc21)OC(CCl)CCl
2	CCC(C)Sc1nc2ccccc2c(=O)[nH]1 (centres undefined)
3	Cc1csc(NC(=O)Nc2cccc(Cl)c2)n1
4	COc1ccc(S(=O)(=O)N(CC(=O)NCc2cccnc2)c2ccc(F)cc2)cc1OC
5	CCC1CCCCN1C(=O)Nc1cccc(NC(=O)N2CCCCC2CC)c1 (centres undefined)
6	COc1ccccc1CN1C(=O)CN(C2CCCCCC2)C(=O)C1c1ccc(F)cc1 (centres undefined)
7	COc1ccc(-c2[nH]c(-c3ccccc3)nc2SCC(=O)NC2CCCC2)cc1
8	Cc1ccc(NC(=O)Cc2ccc3c(c2)CCCC3)cc1C
Screen / compound no.	1	2	3	4	5	6	7	8
BB579 growth dn	-7	-26	2	-51	-14	-45	-33	-36
HCT116 PTEN-null	104	97	47	106	93	65	77	95
GALR2 blocker	3	6	4	4	-5	-3	11	4
Measles CPE	5	7	2	1	5	4	12	16
Phagocyt inh	.	.	.	-2	2	-2	.	-1
bCat KO growth	89	90	59	97	100	81	86	88
NPY-Y2 antag	0	2	0	5	-1	4	1	11
MRP1 act	-2.8	-3.3	-0.6	-2.0	-0.8	-4.6	-3.1	-0.9
Yeast lifespan up	.	.	-12	8	-12	-16	5	-12
E-sel TNF inh	-1	16	2	-16	18	29	-12	-24

9	Cc1cc(C)n2cc(CSc3nc4ccccc4s3)nc2n1
10	Cc1cc(C(=O)N/N=C/c2cccc([N+](=O)[O-])c2)c(C)o1
11	N#CC(C(=O)Nc1ccc(Cl)cc1)=C1Nc2ccccc2N1
12	Cc1ccc[n+](-c2nc3ccccc3nc2C(=C=[N-])C#N)c1
13	Cc1noc(C)c1C(=O)OCC(=O)c1c(N)n(CC(C)C)c(=O)n(C)c1=O
14	O=C(Nc1ccon1)c1ccc(S(=O)(=O)N2CCCCCC2)cc1
15	O=C(/C=C/c1ccc(Cl)cc1)N1CCN(c2ccccc2[N+](=O)[O-])CC1
16	COc1ccc(-n2c(C)cc(C=O)c2C)cc1Cl
Screen / compound no.	9	10	11	12	13	14	15	16
BB579 growth dn	-29	-58	-51	-12	-18	-27	-23	-24
HCT116 PTEN-null	89	90	59	105	78	101	88	84
GALR2 blocker	-5	5	9	13	9	-1	13	7
Measles CPE	3	33*	7	5	6	12	17	10
Phagocyt inh	-4	.	-1	-1	0	0	.	.
bCat KO growth	92	82	20	93	76	88	90	92
NPY-Y2 antag	3	1	-1	1	6	7	11	3
MRP1 act	-2.0	-0.1	-5.4	-0.5	-0.8	0.9	-3.1	-2.5
Yeast lifespan up	-3	-14	-20	0	-10	6	-1	-18
E-sel TNF inh	.	-4	.	1	-5	-3	.	-14

17	Cc1ccc(OCC(=O)N(C)CCc2ccccn2)cc1
18	c1ccn(-c2ncnc3sc4c(c23)CCCC4)c1
19	Oc1ccc(-c2nnc(SCC3CCCCC3)o2)cc1
20	O=C(O)c1ccc(NS(=O)(=O)c2ccc3c(c2)OCCO3)cc1
21	Cc1ccc(-n2nnc3c(=O)n(CC(=O)OCc4ccccc4)cnc32)cc1
22	COc1cc(NC(=O)CCC2CCCC2)cc(-n2cnnn2)c1
23	O=C1c2ccccc2C(=O)N1OCc1ccc(Cl)cc1
24	Cn1c(=O)c2c(nc(CN3CCN(Cc4ccccc4)CC3)n2Cc2ccc(F)cc2)n(C)c1=O
Screen / compound no.	17	18	19	20	21	22	23	24
BB579 growth dn	-28	-11	-58	-5	16	-35	-19	-21
HCT116 PTEN-null	102	92	107	97	101	97	94	67
GALR2 blocker	11	-3	-12	.	0	11	-1	-3
Measles CPE	12	3	10	9	6	7	9	4
Phagocyt inh	-1	-1	-3	2	0	-3	5	-1
bCat KO growth	82	89	96	109	97	94	93	60
NPY-Y2 antag	1	0	12	.	6	0	0	1
MRP1 act	-1.9	-1.4	-1.9	-1.9	-1.3	-2.1	-0.6	-3.2
Yeast lifespan up	-21	-7	-13	-11	-6	6	-19	-3
E-sel TNF inh	.	-15	17	.	.	.	.	1

25	OC(CNCC(c1ccco1)N1CCCCC1)c1ccccc1 (centres undefined)
26	O=C(c1ccco1)N1CCN(c2ccccc2F)CC1
27	CCc1ccccc1NC(=O)c1ccc(CN2CCC(Cc3ccccc3)CC2)cc1
28	Cc1ccccc1C(=O)Nc1sc(C)c(C)c1C(=O)c1ccccc1
29	Cc1sc(NC(=O)Cc2ccc3c(c2)OCO3)nc1-c1ccc2c(c1)CCN2C(=O)c1ccc(F)cc1
30	COCC(=O)Nc1cccc(Br)c1
31	CCc1ccccc1N(CC(=O)Nc1cccc(N(C)S(C)(=O)=O)c1)S(C)(=O)=O
32	CCc1nnc(N2CCN(c3ncnc4c3oc3ccccc34)CC2)s1
Screen / compound no.	25	26	27	28	29	30	31	32
BB579 growth dn	-34	8	-29	-41	-5	-14	-40	-49
HCT116 PTEN-null	99	99	44	79	71	92	90	70
GALR2 blocker	-5	1	-4	-6	4	2	14	-5
Measles CPE	4	5	5	19	32	3	7	14
Phagocyt inh	0	1	.	.	-9	1	10	2
bCat KO growth	102	101	38	82	56	92	90	63
NPY-Y2 antag	4	3	13	11	1	2	5	7
MRP1 act	-0.9	4.2	-1.4	-0.1	-1.9	0.6	-1.1	-0.3
Yeast lifespan up	-1	-8	-1	-6	1	-16	-2	-19
E-sel TNF inh	1	18	18	-3	-14	-47	-11	-28

33	CCCCC(=O)Nc1ccc(C(=O)Nc2ccc(S(=O)(=O)Nc3nccc(C)n3)cc2)cc1
34	COCCCNC(=O)c1c(N)n(/N=C/c2cccs2)c2nc3ccccc3nc12
35	O=C(O)c1cc(C2CC2)nc2ccccc12
36	CC(C)CCN1C(=O)c2ccc(C(=O)NCC3CCCO3)cc2C1=O (centres undefined)
37	CN1CCN(C(=O)c2cc3nc(-c4ccccc4)cc(-c4ccccc4)n3n2)CC1
38	COC(=O)C(O)(NC(=O)NC(C)=O)C(F)(F)F (centres undefined)
39	COc1ccc(C)cc1NC(=O)c1nnn(Cc2cccc(F)c2)c1N
40	CCC(Oc1ccccc1)C(=O)N1CCC(C(N)=O)CC1 (centres undefined)
Screen / compound no.	33	34	35	36	37	38	39	40
BB579 growth dn	-43	-48	-39	5	-55	-20	38	-63
HCT116 PTEN-null	100	59	91	103	88	102	82	100
GALR2 blocker	1	-12	5	3	-5	-7	9	-1
Measles CPE	10	3	4	11	10	27	12	19
Phagocyt inh	4	-3	.	11	2	1	0	0
bCat KO growth	93	75	98	97	78	109	95	95
NPY-Y2 antag	1	19*	2	-1	6	2	0	1
MRP1 act	-1.6	-0.3	-0.6	-2.1	-0.3	1.3	1.3	1.0
Yeast lifespan up	-3	-12	4	-9	-12	-17	-2	-1
E-sel TNF inh	.	-5	.	13	16	-12	.	3

41	O=C(NCC(=O)N(CC1CCCO1)C1(C(=O)NC2CCCC2)CCCCC1)c1ccccc1 (centres undefined)
42	Cc1ccc(Nc2nc(N)nc(CSCCO)n2)cc1
43	CN1CCN(S(=O)(=O)c2cccc(C(=O)Nc3nc(-c4ccccc4)cs3)c2)CC1
44	Cc1ccc(CSC2=Nc3ccccc3C3=NC(CC(=O)NCc4ccco4)C(=O)N23)cc1 (centres undefined)
45	CCC(=O)c1cc2c(C)cc(=O)oc2c(C)c1OC
46	Clc1ccc(-c2nc3ccccc3n2OCc2ccccc2)cc1
47	Oc1ccc(-c2nc3ncccn3c2Nc2ccc3c(c2)OCO3)cc1
48	CC(C)CC(c1nnnn1CCc1ccccc1)N1CCC(C(N)=O)CC1 (centres undefined)
Screen / compound no.	41	42	43	44	45	46	47	48
BB579 growth dn	-46	9	-54	-66	-16	-39	-15	-32
HCT116 PTEN-null	101	92	55	95	89	99	75	103
GALR2 blocker	8	-3	-4	-6	1	3	-3	-8
Measles CPE	4	5	37	8	11	39*	4	9
Phagocyt inh	0	-2	1	1	.	4	.	.
bCat KO growth	99	100	51	102	91	88	80	106
NPY-Y2 antag	2	0	0	-2	0	0	2	-2
MRP1 act	-0.7	-1.2	-3.1	-0.9	-0.4	-1.3	-4.4	-3.0
Yeast lifespan up	-7	-3	-9	-8	.	-13	-22	.
E-sel TNF inh	-64	-36	0	2	-14	17	6	-9

The list goes on, starting with the last 4 of the part before.
45	CCC(=O)c1cc2c(C)cc(=O)oc2c(C)c1OC
46	Clc1ccc(-c2nc3ccccc3n2OCc2ccccc2)cc1
47	Oc1ccc(-c2nc3ncccn3c2Nc2ccc3c(c2)OCO3)cc1
48	CC(C)CC(c1nnnn1CCc1ccccc1)N1CCC(C(N)=O)CC1 (centres undefined)
49	O=S(=O)(Nc1ccc2c(c1)OCCO2)c1ccc2oc3ccccc3c2c1
50	CC(=O)c1cnc2cc(C)nn2c1C
51	CCc1ccc(C(=O)N2CCN(c3ccc(F)cc3)CC2)s1
52	Cc1cc(NC(=O)/C=C/c2cccc(Cl)c2)n(-c2nc3ccccc3[nH]2)n1
Screen / compound no.	45	46	47	48	49	50	51	52
BB579 growth dn	-16	-39	-15	-32	-39	-34	-14	-54
HCT116 PTEN-null	89	99	75	103	88	91	97	16
GALR2 blocker	1	3	-3	-8	-4	12	8	0
Measles CPE	11	39*	4	9	3	26	16	7
Phagocyt inh	.	4	.	.	0	-2	.	-1
bCat KO growth	91	88	80	106	88	91	101	17
NPY-Y2 antag	0	0	2	-2	16	-3	2	1
MRP1 act	-0.4	-1.3	-4.4	-3.0	0.7	-1.2	-1.2	-4.4
Yeast lifespan up	.	-13	-22	.	-4	-15	-21	1
E-sel TNF inh	-14	17	6	-9	-6	0	11	5

Compound activity from PubChem BioAssay.
